EP2 antag: blocks the human prostaglandin E2 receptor EP2 | P43116 | C6 glioma cells expressing human EP2, cAMP TR-FRET; cells stimulated with saturating PGE2 | inhibition, % at 25 µM | 260,000 compounds, 0.52% hits;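 active = percent inhibition above 40 after rounding to a whole number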;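 also: rat C6 glioma host cells with rolipram phosphodiesterase inhibitor present; the protocol text gives 20 µM as final concentration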
Rad51 HR inh: blocks human Rad51 in homologous recombination | inhibition, % at 10 µM | AID 1385 | 200,000 compounds, 0.085% hits | hRad51 DNA strand exchange, fluorescence dequenching;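 active = inhibition above 40% at the single screening dose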;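 also: 0% = DMSO control wells and 100% = blanks with heterologous ssDNA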
Target sequence (Q06609 whole entry, looked up): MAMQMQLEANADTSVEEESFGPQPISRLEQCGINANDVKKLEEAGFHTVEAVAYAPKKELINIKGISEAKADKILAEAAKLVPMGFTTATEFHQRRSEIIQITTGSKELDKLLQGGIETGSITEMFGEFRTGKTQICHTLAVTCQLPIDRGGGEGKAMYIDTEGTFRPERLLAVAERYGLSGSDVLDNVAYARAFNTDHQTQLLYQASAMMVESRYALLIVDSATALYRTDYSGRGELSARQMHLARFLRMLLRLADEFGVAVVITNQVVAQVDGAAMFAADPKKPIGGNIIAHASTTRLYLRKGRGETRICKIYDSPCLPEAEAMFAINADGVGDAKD
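material = hRad51 filaments on single-stranded DNA | timing = filaments 15 min 37 °C, then compound 30 min | signal = FRET fluorescence dequenching, excitation 485 nm, emission 520 nm | benchmarks = control wells and blank wells on each plate | evaluation = percent inhibition relative to plate controls and blanks | compound = 10 µM final, single point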
Calpain2 inh: blocks pig calpain II enzyme activity; inhibition, % at 16 µM; 220,000 compounds, 0.37% hits; purified calpain II, fluorogenic peptide substrate, 30 min;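 active = inhibition above about 50%, limit read from the data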
eIF4E-4G inh: inhibitors of eIF4E and eIF4G interaction in translation initiation; P63073+Q04637; TR-FRET eIF4E-eIF4GI(517-606) binding, 2 h; inhibition, % at 21.7 µM; 220,000 compounds, 0.37% hits;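 active = inhibition above about 30%, limit read from the data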;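 also: 0% = full FRET control wells and 100% = background wells lacking eIF4GI fragment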
Hck Nef HTS: blocks Nef-activated human Hck kinase; P08631; Recombinant Hck-YEEI plus Nef, Z-Lyte FRET kinase assay; inhibition, % at 20 µM; 220,000 compounds, 0.68% hits;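 active = Hck-Nef kinase inhibition above about 50%, limit read from the data; inactive = inhibition below that limit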;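 also: 0% = DMSO with Hck plus Nef and 100% = Hck alone without Nef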
Target sequence (P08631 whole entry, looked up): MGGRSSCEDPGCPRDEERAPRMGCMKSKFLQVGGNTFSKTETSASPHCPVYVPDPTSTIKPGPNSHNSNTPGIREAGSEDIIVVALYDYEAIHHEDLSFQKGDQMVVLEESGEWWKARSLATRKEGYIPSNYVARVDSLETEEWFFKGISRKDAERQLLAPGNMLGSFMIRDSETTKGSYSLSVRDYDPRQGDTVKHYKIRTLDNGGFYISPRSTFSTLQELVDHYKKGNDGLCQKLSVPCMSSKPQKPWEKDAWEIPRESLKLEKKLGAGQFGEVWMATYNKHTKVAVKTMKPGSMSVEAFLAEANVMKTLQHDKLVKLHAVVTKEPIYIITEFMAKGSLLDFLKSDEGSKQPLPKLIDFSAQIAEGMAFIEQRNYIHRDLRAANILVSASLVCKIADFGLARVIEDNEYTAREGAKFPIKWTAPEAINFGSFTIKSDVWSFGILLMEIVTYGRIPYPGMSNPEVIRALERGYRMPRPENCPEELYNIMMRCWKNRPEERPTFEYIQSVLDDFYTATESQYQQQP
Tb hexokinase: blocks Trypanosoma brucei hexokinase 1 activity; recombinant TbHK1, G6PDH-coupled NADH A340; inhibition, % at 10 µM; 220,000 compounds, 0.11% hits;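 active = inhibition of 50% or more in the single-dose primary screen; inactive = inhibition below 50%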
14-3-3 Bad PPI: disrupts binding of bovine 14-3-3 zeta to phospho-Bad peptide. P63103. TR-FRET 14-3-3zeta/Dy647-pBad peptide displacement, 1 h. inhibition, % at 21.7 µM. 220,000 compounds, 0.71% hits;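 active = inhibition above about 70%, limit read from the data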;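 also: 0% = full 14-3-3 plus peptide FRET controls and 100% = background without 14-3-3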
zVAD death inh: L929 zVAD cell death inhibition; L929 zVAD necroptosis rescue, ATP luminescence, 24 h; with zVAD 60 µM; viability rescue, % at 10 µM; 220,000 compounds, 0.38% hits;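 active = activation, scaled between plate controls, above about 75%, limit read from the data; inactive = activation under that limit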;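 also: 0% = zVAD with DMSO and 100% = DMSO alone without zVAD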
EP2 mod: modulators of human EP2 prostaglandin E2 receptor; EP2-expressing cells, cAMP HTRF FRET, PGE2 co-stimulation; induction, % at 25 µM; 260,000 compounds, 0.83% hits; AID 940;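 active = compounds whose cAMP rise, as percent of the full-agonist control response, exceeds 60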;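 also: rat C6 glioma line stably carrying human EP2 under a CMV promoter; the protocol text gives 20 µM as final concentration; 100% = response of wells given 1 µM PGE2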
The depositor's hits bear a star; nt = no result given; [ ] = remark or other dose.

SMILES	EP2 antag	Rad51 HR inh	Calpain2 inh	eIF4E-4G inh	Hck Nef HTS	Tb hexokinase	14-3-3 Bad PPI	zVAD death inh	EP2 mod
O=C(OCn1nnc2ccccc2c1=O)c1cc(-c2ccccc2)nc2ccccc12	3	nt	5	3	3	-12	-9	0.8	5
COc1ccc(OC)c(-c2nc3cc4ccccc4cc3nc2-c2ccccc2)c1	11	-45	-54	5	3	-15	-5	0.2	33
Cc1ccc(-n2c(SCC(=O)N/N=C/C=C/c3ccccc3[N+](=O)[O-])nc3ccccc3c2=O)cc1	6	-23	-60	8[fluorescence artefact?]	3	-11	-4	nt	-11
N#Cc1ccccc1OCC(=O)NCC1(N2CCCCC2)CCCCC1	5	-5	17	-6	28	0	-5	0.3	-20
O=C(O)CCCNC(=O)OCc1ccccc1	8	-10	6	-11[fluorescence artefact?]	3	-1	4	0.1	8
Cc1nn2c(-c3ccncc3)nnc2c2ccccc12	9	4	-41	3	1	0	-8	0.0	14
C=CCOC(=O)/C(=C\c1cccc2ccccc12)NC(=O)c1ccccc1	-1	6	24	14	0	-6	1	-0.5	35
CCCC(c1nnnn1Cc1ccc(F)cc1)N1CCN(C)CC1 (stereo not given)	5	nt	26	0	9	9	12	-1.4	19
Cc1cc(NC(=O)CO/N=C/c2ccc3c(c2)OCO3)ccc1Br	5	3	-31	3	5	-8	-12	0.1	-30
COc1ccc2c(c1)N1CCN=C1N2C	11	5	-5	-12	0	1	-9[fluorescence artefact?]	0.4	10
CC1CC2OC(=O)C3(C)CCCC(C)(C23)C1(O)CCc1ccoc1 (stereo not given)	10	8	2	2	5	-5	2	0.0	-13
COc1ccccc1OCCn1cc(/C=N/NC(=O)c2ccncc2)c2ccccc21	8	nt	0	5	5	-45	6	-0.6	-27
Cc1ccc(Cn2cc(S(=O)(=O)c3ccc(Cl)cc3)c(=O)c3cc(F)ccc32)cc1	7	5	-48	7	3	2	0[fluorescence artefact?]	2.3	0
C1CCN=C(Nc2nn[nH]n2)CC1	7	4	-14	6	7	55*	71*	-0.2	21
COc1ccccc1/C=N/Nc1cc(C)nc(N2CCOCC2)n1	4	13	9	16	16	-71	2	0.7	-10
COc1ccccc1NC(=O)CN1CCN(CC(=O)Nc2ccc(Cl)c(C(F)(F)F)c2)CC1	11	4	-31	11	1	-11	-4	24	10
O=C(COc1ccccc1)NCC(=O)N/N=C/c1ccc(O)cc1O	3	4	-22	-9	17	-40	-2	4.0	0
COc1ccc(-c2nnc(SC)o2)c(OC)c1	4	1	-16	-9	12	-2	-5	1.8	6
O=C(c1ccc(Cl)nc1)N1CCN(S(=O)(=O)c2ccc(Cl)cc2)CC1	3	4	-3	5	18	-4	-2	-0.5	-38
CCC1S/C(=N/N=C/c2ccco2)N(Cc2ccccc2)C1=O (stereo not given)	6	-11	22	5	12	-23	3	3.0	17
CCOC(=O)CSC1=C(C#N)C(=O)NC(c2ccc(OC)c(OC)c2)S1 (stereo not given)	30	17	11	2[fluorescence artefact?]	-16	-68	12	-1.5	-29
Cc1ccccc1N1C(=O)c2cccc([N+](=O)[O-])c2C1=O	16	4	-33	3	20	3	-8	2.3	37
COc1ccc(CC(=O)NCC2COc3ccccc3O2)cc1 (stereo not given)	0	-23	13	1	9	9	-4	-2.3	-9
CCOC(=O)c1cccc(NC(=O)c2ccco2)c1	3	8	6	2	-7	4	3	0.4	-3
COC(=O)c1sc2nc(CN3CCOCC3)nc(N3CCOCC3)c2c1C	8	-1	5	-4	0	-22	-11	0.8	12
Cc1cc(C)nc(SCc2nnc(SCC(=O)Nc3ccc(C)c(C)c3)o2)n1	7	3	-15	5[fluorescence artefact?]	2	2	-12	-0.1	6
COc1ccccc1-c1cc(C(F)(F)F)c(C#N)c(=O)[nH]1	6	16	-373	4	17	-18	5	0.8	34
COc1ccc(CCN(C)c2ncnc3sccc23)cc1OC	6	-9	16	-5	-26	6	1	-0.1	-36
O=C(CCN1CCCC1)Nc1ccc(Br)cc1	16	1	-7	2[fluorescence artefact?]	-6	6	3	-0.2	-19
COc1ccc(C2C(C(=O)NCc3cccnc3)c3cc(OC)c(OC)cc3C(=O)N2C)cc1 (stereo not given)	9	-4	-8	2	-2	-7	8	-0.5	24
CC1CN(CCCOc2ccccc2[N+](=O)[O-])CC(C)O1 (stereo not given)	3	-5	23	1	1	-9	2	-0.2	9
Clc1cccc(-c2nc(NCc3cccnc3)c3ccccc3n2)c1	7	-4	-34	5	3	-8	1	-0.1	18
CC(=O)Nc1ccc(S(=O)(=O)NC2(C(F)(F)F)C(=O)Nc3c2c(=O)[nH]c(=O)n3Cc2ccccc2)cc1 (stereo not given)	10	nt	-1	-2[fluorescence artefact?]	3	21	-19	1.5	21
C=CCOc1c(CNc2ccc(C(=O)O)cc2)cccc1OCC	9	-9	-3	0	1	0	5	0.9	36
O=C(NN=C(Cc1ccccc1)Cc1ccccc1)c1ccc(F)cc1	4	3	13	5	2	-8	-20	1.9	12
CCOC(=O)N1CCN(C(=O)COc2ccc(S(=O)(=O)NC3CCCCC3)cc2C)CC1	13	8	-12	7[fluorescence artefact?]	2	-12	-7	-1.5	2
CCN(Cc1ccccc1)S(=O)(=O)c1ccc2c(c1)NC(=O)CC(=O)N2	4	-5	25	0	-13	6	-1	-1.0	-25
CCC1CCC2(CC1)NNC(=S)NN2	17	3	-7	0	-1	-6	3	-0.5	-11
CCN1C(=O)c2ccccc2Sc2ccc(C(=O)NCCCN3CCOCC3)cc21	3	nt	-16	1	11	-8	4	0.1	7
COc1ccc(NC(=O)Nc2cccc(F)c2)c(OC)c1	7	9	-5	1	-9	-3	-4	3.7	-28
COc1ccccc1NC1SC(=O)N(c2ccccc2)C1=O (stereo not given)	6	-5	-23	3	1	6	-3	0.0	1
CC(=O)N1CCN=C1SCc1ccc(F)cc1	10	-5	-5	-1[fluorescence artefact?]	2	-8	16	2.2	7
COc1ccc(N(CC(=O)NCc2cccs2)S(=O)(=O)c2c(C)n[nH]c2C)cc1	1	-4	22	-1	0	-10	1	0.1	4
C=C(C)CSc1nc2ccccc2[nH]1	3	nt	-9	1	6	-1	-2	nt	14
COc1ccc(NC(=O)c2cn(-c3ccccc3)nc2-c2cc3ccccc3o2)cc1	1	-8	-13	-2	0	-13	-10	-0.5	16
O=C(O)c1cccc(CSc2nnc(Cc3ccccc3)o2)c1	11	-4	28	1	-1	1	8	0.3	16
O=C(N/N=C/c1ccccc1)c1[nH]c2ccc(Br)cc2c1-c1ccccc1	6	8	-9	3	4	3	5	-0.9	-4
CC(CN1CCCC(C(N)=O)C1)c1ccccc1 (stereo not given)	1	-4	-8	3	2	-5	10	0.3	2

Another view of two compounds above.
COc1ccc(C2C(C(=O)NCc3cccnc3)c3cc(OC)c(OC)cc3C(=O)N2C)cc1 (stereo not given)
- EP2 antag: 9
- Rad51 HR inh: -4
- Calpain2 inh: -8
- eIF4E-4G inh: 2
- Hck Nef HTS: -2
- Tb hexokinase: -7
- 14-3-3 Bad PPI: 8
- zVAD death inh: -0.5
- EP2 mod: 24

CC1CN(CCCOc2ccccc2[N+](=O)[O-])CC(C)O1 (stereo not given)
- EP2 antag: 3
- Rad51 HR inh: -5
- Calpain2 inh: 23
- eIF4E-4G inh: 1
- Hck Nef HTS: 1
- Tb hexokinase: -9
- 14-3-3 Bad PPI: 2
- zVAD death inh: -0.2
- EP2 mod: 9

The listing continues.
SMILES	EP2 antag	Rad51 HR inh	Calpain2 inh	eIF4E-4G inh	Hck Nef HTS	Tb hexokinase	14-3-3 Bad PPI	zVAD death inh	EP2 mod
COc1ccccc1NS(=O)(=O)c1cc(NC(=O)c2sccc2C)ccc1N1CCCC1	5	nt	-72	-3	1	3	-6	72	-5
COc1ccc(CN2CCN(C(=O)c3cccs3)CC2)cc1Br	11	-4	2	19[fluorescence artefact?]	2	6	78*	-0.3	-18
COc1cc(NC(=O)CN2C(=O)NC(C)(c3ccccc3)C2=O)c(C)cc1[N+](=O)[O-] (stereo not given)	9	2	-19	4	1	-5	-14	0.2	14
Cc1ccnc(SCCn2c(N3CCC(C)CC3)nc3c2c(=O)[nH]c(=O)n3C)n1	13	6	-5	-1	0	-5	-3	-0.3	15
CCSc1nnc(NC(=O)NC(C)(C(F)(F)F)C(F)(F)F)s1	5	nt	6	-7	-12	-2	1	nt	-10
CC1C/C(=C/c2ccncc2)C(=O)/C(=C/c2ccncc2)C1 (stereo not given)	7	-9	-15	-2	32	-18	-13	2.3	-81
CSc1cccc(NC(=O)CN(C)S(=O)(=O)c2ccc(F)cc2)c1	14	1	-19	-10	15	-2	-7	-0.6	-13
O=C(Cn1cc2c(n1)CCCC2)NCCCN1CCCC1	2	-13	-14	-12[fluorescence artefact?]	1	-3	0[fluorescence artefact?]	-0.2	-16
O=C(O)C1C2C=CC(C2)C1C(=O)NC1CCN(Cc2ccccc2)CC1 (stereo not given)	4	6	8	-2	0	-4	-1	0.0	-11
Cc1c(Br)c(C(F)(F)F)nn1CC(=O)N1CCCC1	3	5	-12	-2[fluorescence artefact?]	-2	-8	6	0.7	26
COC(=O)c1cc(-c2c(C)oc3cc(OC)ccc3c2=O)c(C)o1	10	2	12	3	0	2	-2	0.3	-9
CC1=CC(C)(C)Nc2ccc(OC(=O)CCN3C(=O)c4ccccc4C3=O)cc21	7	12	-228	0	6	-5	7	7.5	-12
Cc1cc(C)cc(-n2nc(C)cc2N)c1	2	0	3	-3	4	-10	-3	-0.8	0
CCCc1cc(=O)[nH]c(SCC(=O)OCc2ccccc2)n1	17	-8	-1	5	1	23	10	1.3	49
CCN(CC)S(=O)(=O)c1cccc(C(=O)Nc2cc3oc4ccccc4c3cc2OC)c1	9	nt	-55	-4	4	0	-24	2.1	2
COc1cccc(/C=N/NC(=O)c2ccc(=O)n(C)c2)c1O	13	nt	-1	2	-3	8	-10	1.4	12
CCSc1nc2c(cnn2-c2ccc(C)c(C)c2)c(=O)[nH]1	12	-1	19	1	2	-8	42[fluorescence artefact?]	1.0	45
CCOC(=O)c1cn(-c2ccccc2)nc1-c1cccnc1	5	0	-11	4	3	-1	-5	3.2	24
OC(COCC1COc2ccccc2O1)CN1CCN(c2ccc(F)cc2)CC1 (stereo not given)	6	-8	-17	0[fluorescence artefact?]	2	-14	10[fluorescence artefact?]	1.3	11
CC(OC(=O)c1cccnc1)C(=O)Nc1ccc2c(c1)OCO2 (stereo not given)	10	-2	-27	0	-1	-4	-6	1.5	-3
Cc1c(C(=O)NC(C)C)sc2ncn(CC(=O)N3CCC(C)CC3)c(=O)c12	10	4	-4	-2	-15	-3	10	0.4	11
Cc1cc(C(=O)OCC(=O)c2ccc3c(c2)NC(=O)CO3)c2ccccc2n1	6	3	-67	-3	11	-14	22[fluorescence artefact?]	0.1	-3
Cc1cccc(N2CCN(c3ccc(NC(=O)/C=C(/C(=O)O)c4ccccc4)cc3)CC2)c1	3	-2	-2	14	0	-22	19	0.0	12
Cc1ccc(NS(=O)(=O)c2cc(C(=O)O)ccc2Cl)cc1	7	-19	-6	-3	-1	8	5	-0.9	-39
CC(=O)C1(O)C(C)CC2C3CCC4CC(O)CCC4(C)C3=CCC21C (stereo not given)	9	-4	-14	-1	-1	2	3	0.8	17
CS(=O)(=O)N(Cc1ccccc1)c1ccc(C(=O)Nc2ccccc2Sc2ccccc2)cc1	8	-1	35	0	-1	-2	0	-0.6	19
CCCn1ncc(CN2CCN(Cc3ccc(C)o3)C(CCO)C2)c1C (stereo not given)	5	2	-12	-2	17	-7	-2	-0.2	6

Source: PubChem (several laboratories)

The list is partial; rates above refer to the full screens.
